Assay outcomes as filed in PubChem BioAssay.
CHRM1 PAM: potentiates human M1 receptor response to acetylcholine; hit rate 0.088% among 360,000; CHO-K1 hM1, Fluo-8 calcium fluorescence, ACh EC20; 0% = ACh EC20, 100% = maximal ACh; P11229; activation, % at 3 µM; in the data active = activation above about 19%, passing the limit was not always enough
M4 ag: agonists of human muscarinic M4 receptor (CHRM4); activation, % at 3 µM; AID 624127; hit rate 0.14% among 360,000; P08173; CHO-K1 hM4/Gqi5, Fluo-8 calcium fluorescence; vehicle 0%, full acetylcholine response 100%;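 active = activation above the run mean over all test wells plus 3 SD, cut at about 32% in these data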;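 also: peak over basal fluorescence ratio per well then scaled between controls; 0% = DMSO wells and 100% = acetylcholine at EC100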
Target sequence (P08173 whole entry, looked up): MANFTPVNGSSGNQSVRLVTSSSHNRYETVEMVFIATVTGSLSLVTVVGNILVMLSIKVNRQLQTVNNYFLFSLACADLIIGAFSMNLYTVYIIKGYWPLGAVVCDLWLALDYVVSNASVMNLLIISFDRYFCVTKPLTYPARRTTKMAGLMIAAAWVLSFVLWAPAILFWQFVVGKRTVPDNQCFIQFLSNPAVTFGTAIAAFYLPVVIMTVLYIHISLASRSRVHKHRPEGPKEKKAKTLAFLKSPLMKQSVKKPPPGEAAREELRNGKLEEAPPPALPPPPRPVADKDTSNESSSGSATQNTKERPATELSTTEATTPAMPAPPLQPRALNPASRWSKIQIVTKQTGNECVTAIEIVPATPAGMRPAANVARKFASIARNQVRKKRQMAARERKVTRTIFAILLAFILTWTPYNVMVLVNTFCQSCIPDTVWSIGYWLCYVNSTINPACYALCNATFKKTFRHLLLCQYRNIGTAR
CHRM4 antagonist: CHRM4 antagonism in calcium assay; P08173; CHO-hM4 cells, ACh EC80, Fluo-8 calcium fluorescence; AID 624125; hit rate 0.73% among 360,000; inhibition, % at 3 µM;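 active = inhibition above its plate's cutoff, the mean inhibition of sample wells plus 3 SD, cut at about 27% in these data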;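 also: 0% = acetylcholine EC80 with DMSO and 100% = DMSO without agonist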
CHO-K1 Ca antag: nonselective inhibitor or artifact in parental CHO-K1 cells; ATP-induced calcium, Fluo-8 fluorescence; hit rate 0.6% among 360,000; inhibition, % at 3 µM;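 active = inhibition above a per-plate cutoff, the plate's mean sample inhibition plus 3 SD, cut at about 24% in these data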;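 also: 0% = DMSO plus EC80 ATP and 100% = DMSO alone without ATP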
CHRM1 agonist: agonists of human M1 muscarinic receptor; CHO-K1 hM1, Fluo-8 calcium fluorescence, agonist mode; 0% DMSO, 100% acetylcholine EC100; P11229; activation, % at 3 µM; hit rate 0.33% among 360,000; AID 588814;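 active = activation above the run's mean compound activation plus 3 SD, cut at about 16% in these data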;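 also: peak over basal fluorescence ratio within a 140 s kinetic read after compound addition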
M1 antag: human CHRM1 antagonism. CHO-K1 hM1, Fluo-8 calcium fluorescence, ACh EC80 antagonist. inhibition, % at 3 µM. P11229. hit rate 1.3% among 360,000;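 active = percent inhibition above its own plate's cutoff, namely the mean of that plate's compound wells plus 3 SD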;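 also: peak over basal fluorescence ratio during 140 s after agonist addition; 0% = ACh EC80 plus DMSO and 100% = DMSO alone without agonist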
CHO-K1 Ca ag: counter-screen for M1 agonists: effect in parental CHO-K1 cells; hit rate 0.48% among 360,000; Fluo-8 calcium fluorescence; scaled to maximal ATP response, vehicle zero; AID 602248; activation, % at 3 µM; in the data active = activation above about 15%;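 also: untransfected CHO-K1 host cells lacking M1 receptor as counterscreen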
CHO parental Ca: counter-screen for OX1R antagonists: effect in parental CHO cells. parental CHO-K1, ATP-induced calcium, Fluo-8 fluorescence. hit rate 0.63% among 330,000. AID 463079. inhibition, % at 5.6 µM;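 active = inhibition above that plate's mean sample inhibition plus 3 SD, cut at about 26% in these data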;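 also: 0% = ATP-challenged DMSO wells and 100% = DMSO wells without ATP; some compounds past the cut are filed as inactive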
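Material – parental CHO cells · Reagent – ATP stimulus · Compound – single nominal dose of 5.6 µM per compound · Detection – Fluo-8 fluorescence · Read-out basis – percent inhibition of calcium signal · Controls – ATP-challenged DMSO wells low, unchallenged DMSO wells high · Repeats – no replicates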
OXTR potentiate: potentiators of human oxytocin receptor. hit rate 0.061% among 320,000. P30559. activation, % at 3 µM. CHO-OTR cells, Fluo-8 calcium fluorescence, potentiator mode; 0% = oxytocin EC15, 100% = EC100. AID 2445;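 active = activation above that plate's cutoff, the mean activation of tested compounds plus 3 SD, cut at about 6.6% in these data, passing the limit was not always enough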;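 also: 100% uses oxytocin at 75 nM as the full agonist control; some results filed as inactive read as strong as hits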
Target sequence (P30559 whole entry, looked up): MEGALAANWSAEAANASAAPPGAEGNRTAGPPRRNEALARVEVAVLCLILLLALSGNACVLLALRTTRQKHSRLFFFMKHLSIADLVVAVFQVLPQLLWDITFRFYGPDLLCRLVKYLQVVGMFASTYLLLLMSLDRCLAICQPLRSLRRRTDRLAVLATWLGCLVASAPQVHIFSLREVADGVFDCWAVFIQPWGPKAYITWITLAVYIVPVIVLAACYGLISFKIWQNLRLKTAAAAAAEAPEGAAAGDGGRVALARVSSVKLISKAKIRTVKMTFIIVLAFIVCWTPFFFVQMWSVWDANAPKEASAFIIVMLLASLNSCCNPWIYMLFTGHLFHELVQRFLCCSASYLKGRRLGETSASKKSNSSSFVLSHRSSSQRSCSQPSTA
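Measured by – Fluo-8 calcium dye fluorescence · Test system – human OTR in CHO cells · Dosing – one concentration, 3.0 µM compound · Controls – EC15 oxytocin alone as 0%, 75 nM oxytocin as 100% · Evaluation – normalized max/min fluorescence ratio, % activation · Timing – 6 min pre-incubation, 100 s read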
The depositor's hits bear a star; · = not tested or not shown.

SMILES	CHRM1 PAM	M4 ag	CHRM4 antagonist	CHO-K1 Ca antag	CHRM1 agonist	M1 antag	CHO-K1 Ca ag	CHO parental Ca	OXTR potentiate
Cc1ccc(C(=O)CNc2ccc(Br)cc2)cc1	6	0	-1	-2	-4	-4	0.1	-8	-2
O=C(NC1CCCC1)C(c1ccc(Cl)cc1)N1CCc2ccccc21 (stereo not given)	8	1	-23	-2	-1	-15	0.9	-1	-1
CC1(C)Cc2c(cnn2-c2ccccc2)C(NC(=O)c2ccoc2)C1 (stereo not given)	6	1	2	-7	-2	4	-0.1	-10	-7
O=C1CCCN1CCCNC(=S)Nc1ccccc1	6	0	-5	-5	-1	-7	0.1	-6	-7
C=CCC1c2cccc(C(=O)O)c2C(=O)N1c1cccc(OC)c1 (stereo not given)	-2	0	-10	-11	-2	13	-0.5	1	-25
CC(=O)Nc1nnc(SCC(=O)NCC2CCCO2)s1 (stereo not given)	-2	2	-9	-19	-2	-18	-0.1	-8	0
Cc1cc(NC(=O)Cn2cc(C(F)(F)F)cc(Cl)c2=O)no1	-1	1	15	8	-3	-5	0.1	-2	-1
CN(C)CCCN(C(=O)c1ccco1)c1nc2cc3c(cc2s1)OCO3	9	1	1	11	1	-2	0.3	-24	-8
CCOC(=O)c1ccccc1NC(=O)COC(=O)C1=COCCO1	11	2	-8	-4	-5	-21	0.9	-17	-21
CN(C)S(=O)(=O)c1ccc(C(=O)Nc2ccc3ncccc3c2)cc1	10	2	1	-3	-6	-11	2.2	-4	-6
Cc1ccc(S(=O)(=O)N2CCOCC2)cc1C(=O)NCCc1ccc(Cl)cc1	10	3	-4	-7	-1	-17	0.9	-24	-10
CC[C@@H](NCCCn1ccc(NC(=O)OCc2ccccc2)nc1=O)c1ccccc1	-1	2	1	-9	-12	-12	0.2	·	·
CCC1C(=O)NCCN1Cc1nc(-c2ccc(C)s2)oc1C (stereo not given)	10	1	-7	-20	-2	-1	0.1	-15	-16
CC1(C)CC2CC(C)(CN2C(=O)COC(=O)c2ccc(NC(=O)CC#N)cc2)C1 (stereo not given)	2	1	-6	-3	-3	5	0.7	-10	-10
COc1cc(NC(=O)C2CCCN2S(=O)(=O)c2ccc3c(c2)CCC(=O)N3)cc(OC)c1 (stereo not given)	8	0	-15	-19	-6	-16	0.4	-21	-4
O=C(COc1ccccc1[N+](=O)[O-])Nc1ccc(N2CCN(C(=O)c3cccs3)CC2)cc1	-15	25	-11	-4	0	25	11	25	-32
O=c1c2ccccc2n(Cc2ccc(F)cc2)c(=O)n1C1CCCC1	1	-2	-9	-21	-5	-8	0.1	-49	-14
CCOC(=O)[C@]12CCCC=C1N(Cc1ccc(Cl)cc1Cl)C(=O)[C@H](CC(=O)NCc1cccc3ccccc13)C2	·	0	-1	-16	·	·	0.6	·	·
Cc1ccc(Oc2ccc(C(=O)NC3CCSC3=O)cn2)cc1 (stereo not given)	5	1	0	-6	-4	-2	1.4	-2	-10
Fc1ccc(NCc2cn3ccccc3n2)cc1	0	2	6	12	-4	-7	1.3	-17	2
O=C(O)C1=C[C@@H](C2CC2)C[C@@H](OCc2ccc(CO)cc2)O1	9	0	5	-12	-4	-7	0.4	1	-14
CC(C)N(C(=O)COC(=O)c1ccc(Cl)c(S(N)(=O)=O)c1)C(C)C	5	0	-2	-4	-3	-7	0.1	-13	-3
CCO/N=C1\C(=O)N(c2ccccc2)c2ccccc21	13	-1	8	9	-13	-4	-0.8	-22	4
Cc1cc(OC(=O)c2ccc(Cl)cc2)cc(=O)n1C	4	0	-5	1	-3	-25	-0.5	-4	-2
Cc1[nH]nc2c1C(c1ccc(OC(=O)c3ccco3)cc1)C(C#N)=C(N)O2 (stereo not given)	0	1	0	11	-2	15	0.0	2	-4
CSC(=NS(=O)(=O)c1ccccc1)SC	7	-1	5	-4	-2	-6	-0.1	-3	1
CCN(CC)CCN(Cc1cc2cc(C)ccc2[nH]c1=O)C(=O)Nc1ccccc1OC	8	1	2	-13	-5	-4	0.7	-15	-14
COc1cc(OC)c(NC(=O)C2CCCO2)cc1Cl (stereo not given)	5	-1	-25	-14	-4	-10	0.6	-6	-8
CCN(CC(=O)Nc1ccc(NC(C)=O)cc1)C(=O)C1CCCN(C(=O)c2ccc(Cl)cc2)C1 (stereo not given)	3	0	-12	-18	-3	-5	4.4	-1	-3
CCCn1c(N)c(C(=O)CN2CCN(S(=O)(=O)c3cccs3)CC2)c(=O)[nH]c1=O	0	0	-8	6	-4	3	0.3	3	-16

Ordered by number of heavy atoms (low to high): some entries from above
SMILES	CHRM1 PAM	M4 ag	CHRM4 antagonist	CHO-K1 Ca antag	CHRM1 agonist	M1 antag	CHO-K1 Ca ag	CHO parental Ca	OXTR potentiate
COc1cc(OC)c(NC(=O)C2CCCO2)cc1Cl (stereo not given)	5	-1	-25	-14	-4	-10	0.6	-6	-8
CCO/N=C1\C(=O)N(c2ccccc2)c2ccccc21	13	-1	8	9	-13	-4	-0.8	-22	4
O=C(O)C1=C[C@@H](C2CC2)C[C@@H](OCc2ccc(CO)cc2)O1	9	0	5	-12	-4	-7	0.4	1	-14
Cc1[nH]nc2c1C(c1ccc(OC(=O)c3ccco3)cc1)C(C#N)=C(N)O2 (stereo not given)	0	1	0	11	-2	15	0.0	2	-4
CCCn1c(N)c(C(=O)CN2CCN(S(=O)(=O)c3cccs3)CC2)c(=O)[nH]c1=O	0	0	-8	6	-4	3	0.3	3	-16

More compounds follow.
SMILES	CHRM1 PAM	M4 ag	CHRM4 antagonist	CHO-K1 Ca antag	CHRM1 agonist	M1 antag	CHO-K1 Ca ag	CHO parental Ca	OXTR potentiate
CSc1nc(N)nc2c1ncn2CC(=O)N1CCN(Cc2c(C)cc(C)cc2C)CC1	-17	13	7	8	-2	29	10	22	-10
Fc1ccc(N/N=C/C=C/c2ccccc2)c(F)c1	1	-1	-3	2	-7	-9	0.0	-18	-5
Cc1nn(C(C)C(=O)NCCC2=CCCCC2)c(=O)c2nn(-c3ccccc3)c(C)c12 (stereo not given)	-6	4	0	-11	-5	-5	3.4	-25	-1
Cc1ccccc1NC(=O)Cc1nc(COC(=O)c2cc([N+](=O)[O-])ccc2N)cs1	10	8	-5	-3	-2	-10	2.1	-13	-3
c1ccc(-n2ncc3c(NCc4cccs4)ncnc32)cc1	2	2	1	-12	-6	0	1.0	6	-4
Cc1ccc(NC(=O)CN2C(=O)/C(=C\c3cccs3)SC2=S)cc1	10	1	-4	20	-4	-4	-0.4	-6	-7
CCOC(=O)c1sc(=NC(=O)/C=C/c2ccccc2)n(C)c1C	2	2	7	-15	-2	-6	1.1	-17	0
COc1ccnc(Oc2ccccc2)n1	10	1	2	-7	-2	-10	0.2	-3	-5
O=C(c1cccc(Cl)c1)N1CCC(N2CCC(C(=O)N3CCCC3)CC2)CC1	4	1	9	-4	-3	-4	0.2	-14	-7
CCc1ccc(NCc2nc(-c3ccccc3)no2)cc1	11	-2	5	-10	-10	-17	0.9	-8	-5
COc1cccc(CN2CCNC(=O)C2CC(=O)N(C)CCc2ccccn2)c1 (stereo not given)	12	0	-1	7	1	-3	-0.3	-8	-9
O=C(NCCC(F)(F)F)C1Cc2c(-c3ccc(Cl)cc3)ccnc2O1 (stereo not given)	12	1	-16	6	-1	-14	-0.1	·	·
O=C(NCC1CCCO1)c1ccccc1NS(=O)(=O)c1cc([N+](=O)[O-])ccc1Cl (stereo not given)	5	4	-11	1	3	-11	1.2	1	-7
C=CCCC(=O)N1C[C@H]2CCN(C)[C@H]2C[C@H]1c1ccccc1	-11	-1	7	7	-12	9	0.2	·	·
COc1ccc(/C(N)=N/OC(=O)CCc2ccccc2)cc1OC	3	1	-2	4	-6	2	0.1	-12	-4
CC(=O)NC1=NC(=O)/C(=C/c2cn(C(C)=O)nc2-c2ccccc2)S1	-7	1	5	8	6	11	0.9	-7	-2
CC(C(=O)NCc1ccc2c(c1)OCO2)N1c2cccc3cccc(c23)S1(=O)=O (stereo not given)	-10	5	-4	-6	-3	7	2.8	-16	-15
C=CCN1C(=O)c2oc3ccccc3c(=O)c2C1c1ccc(O)c(OC)c1 (stereo not given)	3	1	-8	-7	-7	-10	0.5	2	-3
COc1ccc(OCCNC(=O)c2ccc3nc(C)c(N(C)C(=O)CCc4ccccc4)n3c2)cc1	-3	2	-7	11	-4	1	3.7	·	·
Cc1ccccc1-c1nc2ccccc2c(=O)n1/N=C/c1ccc([N+](=O)[O-])cc1	-5	-1	2	22	-1	-8	0.3	3	0
Cc1ccccc1S(=O)(=O)Cc1ccc(C(=O)NC(C)c2ccc3c(c2)OCCO3)o1 (stereo not given)	-6	13	1	7	-2	-1	3.9	-15	-17
Cc1ccc(S(=O)(=O)CCC(=O)Nc2nc(-c3ccccn3)cs2)cc1	-3	7	-1	-3	-5	2	2.1	-10	-6
CCC/C(O)=C1\C(=O)CC(C)(C)CC1=Nc1ccccc1OC	1	-3	-2	-9	-5	-7	-0.5	-27	-12
O=C(COc1ccc(/C=C\[N+](=O)[O-])cc1)N1CCOCC1	3	0	-5	4	-4	-4	0.3	-1	-1
CCc1nc(N[C@@H](CC(C)C)C(=O)O)c2oc3ccccc3c2n1	0	0	6	4	-3	4	-0.2	-4	-11
Cc1cc(NC(=O)CSCC(=O)N(C)Cc2cccc(Cl)c2)no1	9	-1	0	-1	-6	-11	0.6	-37	-6
COc1ccc(-c2coc3cc(OC(=O)N4CCOCC4)ccc3c2=O)cc1	6	3	-7	-8	-1	-12	4.0	-2	-6
COc1ccc(N2CCN(C(=O)c3nn(C)c4c3CS(=O)(=O)c3ccccc3-4)CC2)cc1	6	0	0	-10	-2	-5	0.1	-5	-1
O=C(CN(C(=O)c1ccccc1Cl)N1C(=O)C2C3C=CC(C3)C2C1=O)c1cccs1 (stereo not given)	3	1	-10	-6	-3	-6	0.6	-18	0
CN(C)S(=O)(=O)c1ccc(N2CCCC2)c(C(=O)Nc2ccc(C(N)=O)cc2)c1	0	1	-7	-4	-6	-1	0.5	-3	-5
CCOc1cccc(NC(=O)C2CC(=O)N(C)C(=Nc3cccc(F)c3)S2)c1 (stereo not given)	-3	19	9	-17	-7	0	5.5	6	-5
Cc1ccc(OCCCc2c(C)n[nH]c2C)cc1	2	4	4	-5	-2	5	6.2	-7	-9
Cc1cc2ncn(-c3nnnn3-c3ccccc3)c2cc1C	8	0	-4	3	-4	-11	0.2	-11	-8
O=C1NC(c2ccccc2)C(C(=O)c2cccs2)C(O)(C(F)(F)F)N1 (stereo not given)	2	2	-7	4	-6	-5	0.2	-6	-6
Cn1c(-c2ccc(C#N)cc2)c(C#Cc2ccccc2)c2ccccc21	-1	0	4	-16	-4	-5	0.7	·	·
Cc1ccc(C)c(N2CCN(C(=O)CNS(=O)(=O)c3cccs3)CC2)c1	-5	7	1	-18	-5	-2	4.7	-20	-4
C[C@H]1NC(=O)[C@@]2(C)[C@@H](c3ccccc3)[C@H]3COc4ccccc4[C@H]3N2C1=O	5	3	-4	7	-5	-7	-0.6	-17	-2
COc1ccc2nc3ccccc3nc2c1	1	0	-16	20	-4	-9	-0.2	-9	-1
O=C(O)Cn1cc(C(=O)c2cccs2)c2ccccc21	8	1	-6	-37	1	-5	1.5	6	-5
